Assay outcomes deposited in PubChem BioAssay by Broad Institute.
ERAP1 HTS inh = human ERAP1 aminopeptidase inhibitors, primary screen, biochemical, single point, plate reader. Endoplasmic reticulum aminopeptidase 1 (Homo sapiens), Q9NZ08. recombinant ERAP1, Leu-AMC fluorescence, 60 min. inhibition, % at 10.7 µM. hit rate 0.15% among 340,000. AID 652197, 2013;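 active = mean replicate inhibition of at least 30%, or all replicates individually reaching that 30% level; inactive = mean below 30% and not every replicate reaching it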;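 note: 0% = neutral control wells and 100% = L-leucinethiol positive control wells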
Target sequence (Q9NZ08 whole entry, looked up): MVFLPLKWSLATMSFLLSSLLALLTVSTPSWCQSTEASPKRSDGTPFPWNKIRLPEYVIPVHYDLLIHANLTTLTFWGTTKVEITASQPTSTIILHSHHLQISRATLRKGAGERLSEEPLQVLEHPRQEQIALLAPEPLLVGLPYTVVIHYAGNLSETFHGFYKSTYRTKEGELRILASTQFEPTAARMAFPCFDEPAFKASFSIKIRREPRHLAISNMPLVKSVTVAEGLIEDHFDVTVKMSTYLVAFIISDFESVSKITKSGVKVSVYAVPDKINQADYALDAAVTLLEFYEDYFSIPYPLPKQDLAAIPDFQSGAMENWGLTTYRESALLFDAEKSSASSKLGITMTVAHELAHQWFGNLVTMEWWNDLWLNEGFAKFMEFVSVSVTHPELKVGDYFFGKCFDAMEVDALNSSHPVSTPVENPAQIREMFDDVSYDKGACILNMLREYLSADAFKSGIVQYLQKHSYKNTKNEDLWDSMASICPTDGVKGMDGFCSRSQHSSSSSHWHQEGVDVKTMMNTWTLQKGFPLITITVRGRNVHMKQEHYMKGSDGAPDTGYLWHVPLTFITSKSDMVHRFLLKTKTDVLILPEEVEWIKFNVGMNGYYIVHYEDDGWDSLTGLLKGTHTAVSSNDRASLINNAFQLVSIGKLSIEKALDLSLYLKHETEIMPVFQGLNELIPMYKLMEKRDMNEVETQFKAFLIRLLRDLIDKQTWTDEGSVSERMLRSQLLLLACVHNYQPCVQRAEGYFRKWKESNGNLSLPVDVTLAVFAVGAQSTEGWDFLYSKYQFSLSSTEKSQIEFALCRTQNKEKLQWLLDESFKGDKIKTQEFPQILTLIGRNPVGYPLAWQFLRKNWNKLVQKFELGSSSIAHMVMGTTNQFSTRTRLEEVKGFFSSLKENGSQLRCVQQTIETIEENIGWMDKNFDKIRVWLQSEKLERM
PglD DTNB = C. jejuni PglD acetyltransferase inhibitors, primary screen, biochemical, DTNB colorimetric, single point | UDP-N-acetylbacillosamine N-acetyltransferase PglD (Campylobacter jejuni) | purified PglD enzyme, DTNB colorimetric CoA detection | inhibition, % at 12.5 µM | hit rate 0.098% among 360,000 | AID 602405, 2012; in the data active = inhibition above about 16%, passing the limit was not always enough; inconclusive = no clear call, values can overlap the other calls; note: strong numbers were not always called active
E-sel inducer = E-selectin induction in HUVECs, primary screen, imaging, HUVEC, immunofluorescence imaging, single point; activation, % at 7.58 µM; hit rate 0.37% among 260,000; P16581; normalized: neutral wells 0, TNF-alpha wells 100; AID 686992, 2013;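 active = mean E-selectin-positive cell signal at least 10% of the positive control, reached in at least 60% of replicates, without over 20% cell loss; inconclusive = no rule given, readout overlaps actives, possibly toxicity-flagged; inactive = the rest, including those meeting only one limit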;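 note: in these data hits start at about 27%; measured in HUVEC primary endothelial cells; signal is the percent of cells scored E-selectin positive by PE staining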
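Assay system: HUVEC primary endothelial cells. Input: 3,000 HUVEC seeded per well. Doses: one compound dose added by pin transfer. Read-out basis: % PE-positive cells. Benchmarks: TNF-alpha high, DMSO low. Detection: immunofluorescence imaging. Buffer or medium: EGM-2, gelatin.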
RAD52 inh = RAD52 DNA annealing inhibitors, primary screen, biochemical, FRET, single point, set 2; hit rate 0.46% among 360,000; recombinant RAD52 DNA annealing, FRET fluorescence; DNA repair protein RAD52 homolog (Homo sapiens), P43351; inhibition, % at 18.7 µM; AID 651710, 2012;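 active = every replicate showing at least 50% inhibition; inconclusive = mean inhibition at least 50% but not in every replicate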
RAD54 branch = inhibitors of human RAD54 branch migration, primary screen, biochemical, fluorescence, single point; DNA repair and recombination protein RAD54-like (Homo sapiens), Q92698; RAD54 Holliday junction branch migration, FAM/BHQ fluorescence; inhibition, % at 10.4 µM; hit rate 0.14% among 360,000; AID 602329, 2012;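 active = mean normalized replicate activity at least 40 and at least half of replicates scoring 40 or more; inconclusive = only one of the two criteria met; inactive = mean below 40 and under half of replicates reaching 40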;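 note: 0% = median of neutral control wells and 100% = median of positive control wells; inhibitors cause a drop in the FAM fluorescence signal; in these data hits start at about 50%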
PGC1a acetyl inh = inhibitors of PGC1a acetylation signal, primary screen, cell-based, U2OS, AlphaScreen, inhibitor mode. AlphaScreen anti-acetyl-lysine; with virally co-expressed GCN5 acetyltransferase. inhibition, % at 15.6 µM. hit rate 0.17% among 350,000;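 active = every replicate shows inhibition of at least 40%; inconclusive = mean inhibition at least 40% but some replicate below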;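 note: 0% = neutral control wells and 100% = positive control wells; some results beyond the cut were filed as inactive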
miR-122 sensor = miR-122 Renilla sensor signal increase in Huh7, primary screen, miR-122 inhibitor project, cell-based, single point, plate reader; activation (reporter increase), % at 12.5 µM; hit rate 0.3% among 340,000; Huh7 miR-122 Renilla luciferase sensor, 48 h; neutral wells = 0, positive control = 100;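 active = mean replicate activation score at least 90 and every replicate individually at or above 90; inconclusive = only one of the two criteria met; inactive = neither criterion met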;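 note: higher luciferase means less miR-122 activity so hits act as miR-122 inhibitors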
Cneo AK release = Cryptococcus neoformans cell lysis inducers, primary screen, AK release luminescence, single concentration. lysis activity, % at 15 µM. hit rate 0.2% among 360,000. C. neoformans lysis, adenylate kinase release luminescence, 4 h; normalised: neutral wells 0, clomiphene wells 100;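 active = mean lysis activity across replicates of at least 80%, whatever share of replicates individually reach that level; inactive = mean lysis activity below 80%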
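Test system: log-phase Cryptococcus neoformans yeast cells. Input: 5 × 10^6 yeast cells/mL. Medium: fresh YPD growth medium. Doses: single dose. Incubation: static 4 h at 37 °C with compound, 1 h detection. Measured by: luminescent adenylate kinase detection reagent. Read-out: signal increase indicating cell lysis. Benchmarks: Clomiphene.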
* hit, by the source's call; u = inconclusive; x = no result given; [ ] = another dose, or the depositor's remark. Hits appear at their usual frequency; about 1.4% have a hit in one of these screens.

canonical_smiles,ERAP1 HTS inh,PglD DTNB,E-sel inducer,RAD52 inh,RAD54 branch,PGC1a acetyl inh,miR-122 sensor,Cneo AK release
CC(C)CNc1ncnc2c1ncn2[C@H]1CN(Cc2cccc3ccccc23)C[C@@H](CO)O1,0,-2,-0.2,-25,7,-4,-8,-1
N#Cc1c2ccc([N+](=O)[O-])cc2[n+]([O-])n1-c1ccccc1,1,0,-0.9,-38,-5,9,16,-2
COc1ccc(S(=O)(=O)Nc2ccc3c(c2)CC(=O)N([C@@H](C)CO)C[C@H](C)[C@@H](CN(C)Cc2ccc(Cl)c(Cl)c2)O3)cc1,4,4,0.3,-15,0,-16,-3[16.7 µM],0
COc1ccc(NC(=O)CSc2nc(=O)n(CCN3CCOCC3)c3c2CCCC3)c(OC)c1,0,-1,-0.4,-13,-10,11,0,-3
CC(C)CC(=O)Nc1nnc(S(=O)(=O)N2c3ccccc3CC2C)s1 (stereo not given),-4,-5,0.1,-5,-9,-5,5,0
CCCc1ccc(C(=O)[C@@H]2[C@@H](C(C)=O)N3c4ccc(F)cc4C=C[C@@H]3[C@@]23C(=O)Nc2ccccc23)cc1,x,1,-0.9,-52,2,4,1,6
COc1ccc(C(=O)N/N=C/c2c(C)[nH]c(=O)[nH]c2=O)cc1,-5,-2,-0.6,-29,1,2,2,1
CCCc1ccc(-c2csc(NC(=O)C3=COCCO3)n2)cc1,-2,-3,x,-14,-10,6,-4,4
O=C(NCCNC(=O)c1ccco1)c1ccc(Cl)c(Cl)c1,-1,0,0.0,-10,-8,x,-5,14
O=S(=O)(CCNCc1ccco1)NCc1ccccc1,4,-1,-0.2,-6,4,x,-1,-1
CCCCCC(=O)Nc1cc(S(=O)(=O)N2CCCCC2)ccc1N1CCOCC1,2,-5,x,-10,1,-5,-5,-1
CCOc1cccc(C(=O)Nc2cc(C)ccc2NC(=O)c2ccco2)c1,2,-3,0.1,-4,1,-3,1,6
Cc1nn(CC(=O)c2ccc(Cl)s2)c(C)c1[N+](=O)[O-],0,0,-0.2,-100,2,3,-3,4
COCCN(C(=O)c1cc(S(=O)(=O)N2CCCCC2)ccc1Cl)c1c(N)n(CC(C)C)c(=O)[nH]c1=O,1,0,0.2,-3,0,5,-5,9
COc1ccc(Cl)cc1NC(=O)CC(C)=O,x,0,x,x,3,-4,1,5
COC(=O)Nc1ccc(S(=O)(=O)N(C)C)cc1,x,1,x,x,2,-20,-1,-2
CCCOc1ccc(C2C(C(=O)c3ccco3)=C(O)C(=O)N2CCCn2ccnc2)cc1 (stereo not given),x,3,x,x,4,10,0,10
COc1cc(C(=O)N2CCN(C)CC2)cc(OC)c1OC,-2,-3,0.0,3,-10,x,x,-3
COc1cc(C(=O)Nc2ccc(F)cc2Cl)ccc1OCC(=O)N1CCOCC1,-7,-5,u,-3,1,-6,-6,0
O=C(Nc1cccc(Cl)c1)c1nc[nH]c1C(=O)NCc1ccccc1,1,-5,-0.1,-16,-5,x,1,4

(list continues)
canonical_smiles,ERAP1 HTS inh,PglD DTNB,E-sel inducer,RAD52 inh,RAD54 branch,PGC1a acetyl inh,miR-122 sensor,Cneo AK release
COc1ccc(S(=O)(=O)N(C)C[C@@H]2Oc3ncc(C#CC(C)(C)O)cc3C(=O)N([C@H](C)CO)C[C@@H]2C)cc1,-1,1,-0.3,3,0,3,4[16.7 µM],-1
COc1ccc(C2C(C(=O)c3ccco3)=C(O)C(=O)N2CC2CCCO2)c(OC)c1 (stereo not given),1,-6,x,-9,14,0,2,3
Cc1ccc(Oc2ccc(S(=O)(=O)N3CCOCC3)cc2C(N)=O)c(-n2nc3ccccc3n2)c1,x,4,x,x,4,-6,27,0
CCOc1ccc(NC(=O)CN(C)C(=O)C2CC(=O)N(CCc3ccccc3)C2)cc1OCC (stereo not given),0,3,0.2,-3,6,x,4,-2
NC(c1csc(Nc2cnccn2)n1)c1ccccc1Cl (stereo not given),16,0,-0.2,-13,-9,-4,-4,-1
O=C(CSc1nnc(-c2ccc3c(c2)OCO3)o1)Nc1ncc(C(F)(F)F)cc1Cl,-3,0,x,-33,4,12,-5,6
COc1cc(OC)cc(C(=O)NC(C(=O)O)C23CC4CC(CC(C4)C2)C3)c1 (stereo not given),2,x,1.9,-8,x,4,x,x
Cc1ccc(S(=O)(=O)Nc2ccc3c(c2)CC(=O)N([C@@H](C)CO)C[C@@H](C)[C@@H](CN(C)S(=O)(=O)c2c(C)noc2C)O3)cc1,-3,1,-0.2,9,-8,6,-3[16.7 µM],-2
COc1cccc(NC(=O)CN(C)C(=O)CCNC(=O)c2ccccc2OC)c1,0,3,-0.1,4,0,-5,-10,2
COc1ccc(C2=NOC(Cn3nc(-c4ccccc4)cc3C(=O)O)C2)cc1 (stereo not given),x,2,0.8,-9,-5,x,x,-3
CC(=O)c1ccc(OCc2cc(C(=O)N(C)Cc3cc(C)no3)no2)cc1,-8,-4,x,-8,13,3,-4,0
O=C(c1nn(Cc2ccccc2)c(=O)c2ccccc12)N1CCN(C/C=C/c2ccccc2)CC1,x,2,x,x,-4,-11,-5,-1
CC=Cc1ccc2n(c1=O)C[C@@H]1[C@@H](CO)[C@H](C(=O)NCCC)N(C(=O)C3CCOCC3)[C@H]21 (mixture of isomers),-3,0,0.1,-57,4,x,x,0
COc1ccc(OCc2cc(C(=O)N3CCCCCC3)no2)c(Cl)c1,5,-3,-0.7,-7,11,-1,4,2
CCC(=O)Nc1ccc2c(c1)C(=O)N(C)C[C@@H](OC)[C@H](C)CN(CCC(F)(F)F)[C@@H](C)CO2,5,2,0.0,6,0,-4,-1[16.7 µM],0
COc1ccc(-c2nn(-c3ccccc3)cc2C(=O)O)cc1OC,-4,-3,x,-1,-2,0,-7,0
O=C(CN1C(=O)NC(Cc2c[nH]c3ccccc23)C1=O)Nc1cccc(S(=O)(=O)N2CCCC2)c1 (stereo not given),4,x,2.1,-20,x,-3,x,x
O=C(Nc1ccc(-c2nc3ccccc3o2)cc1)c1cccnc1,x,-3,x,x,-12,-37,2,-2
Nc1nc(-n2cnnc2)nn1-c1ccccc1,x,-6,x,x,0,-7,4,2
CCC(=O)N(C)C[C@@H]1Oc2ncc(-c3ccccc3F)cc2C(=O)N([C@@H](C)CO)C[C@H]1C,-1,40,-0.1,-3,3,-13,1[16.7 µM],1

Arranged by length of the SMILES (low to high): part of the list above.
canonical_smiles,ERAP1 HTS inh,PglD DTNB,E-sel inducer,RAD52 inh,RAD54 branch,PGC1a acetyl inh,miR-122 sensor,Cneo AK release
CC(=O)c1ccc(OCc2cc(C(=O)N(C)Cc3cc(C)no3)no2)cc1,-8,-4,x,-8,13,3,-4,0
CCOc1ccc(NC(=O)CN(C)C(=O)C2CC(=O)N(CCc3ccccc3)C2)cc1OCC (stereo not given),0,3,0.2,-3,6,x,4,-2
CC=Cc1ccc2n(c1=O)C[C@@H]1[C@@H](CO)[C@H](C(=O)NCCC)N(C(=O)C3CCOCC3)[C@H]21 (mixture of isomers),-3,0,0.1,-57,4,x,x,0

Next part:
canonical_smiles,ERAP1 HTS inh,PglD DTNB,E-sel inducer,RAD52 inh,RAD54 branch,PGC1a acetyl inh,miR-122 sensor,Cneo AK release
O=C(COc1cc(O)c2c(=O)c3ccccc3oc2c1)OCc1ccccc1,x,4,5.3,-6,14,5,x,2
O=C(COc1ccccc1)Nc1cc(S(=O)(=O)N2CCOCC2)ccc1N1CCCC1,5,8,1.9,-16,2,0,x,4
CCOC(=O)C1=C(C)N=C2SC(C)C(=O)N2C1c1cccc(F)c1 (stereo not given),x,-1,x,x,-7,-19,-3,-2
COC(=O)Cn1c2ccccc2c2nc3ccccc3nc21,0,-5,0.7,-19,7,3,3,-4
COc1ccccc1NC(=O)c1cc(C)oc1C,2,-6,-0.9,-9,15,4,-5,-2
CCN(CC)C(=O)CSc1nc2cc3c(cc2c(=O)n1CCCCCC(=O)NCc1ccc(OC)cc1)OCO3,-4,x,1.0,-16,x,6,x,x
O=C(O)c1csc(Br)c1Br,x,2,x,x,0,-3,-2,-1
C/C(=N\NS(=O)(=O)c1ccc(Br)cc1)c1cccs1,x,-6,x,x,8,4,11,1
CNC[C@@H]1Oc2c(NC(=O)Nc3ccc(OC)cc3)cccc2C(=O)N([C@@H](C)CO)C[C@@H]1C,-4,-13,0.0,6,-1,-11,-5[16.7 µM],-13
CCC1Nc2ncnc(N3CCN(c4ccccc4)CC3)c2N(Cc2ccc(Br)cc2)C1=O (stereo not given),3,1,0.2,-44,-10,5,-2,1
CCCN(CC(=O)Nc1ccccc1OC)C(=O)CCCN1C(=O)c2ccccc2C1=O,1,-2,x,-9,1,-6,-7,0
CCOC(=O)C1=C(C)Nc2[nH]c(=O)[nH]c(=O)c2C1c1cccs1 (stereo not given),1,0,0.2,-8,1,2,-4,0
CO[C@@H]1CN(C)C(=O)c2ccc(NC(C)=O)cc2OC[C@H](C)N(Cc2ccccc2C(=O)O)C[C@H]1C,-1,-1,0.0,-7,-2,12,0[16.7 µM],1
CN(C)S(=O)(=O)c1ccc(N2CCCC2)c(C(=O)NNC(=O)COc2ccc(Cl)cc2)c1,3,-3,x,-7,6,x,x,4
O=C(Cc1ccncc1)Nc1ccc2c(c1)[C@@H]1C[C@H](CC(=O)N3CCc4ccccc4C3)O[C@@H](CO)[C@@H]1O2,0,2,0.6,-8,5,5,-3[16.7 µM],7
CCOc1ccccc1C=C1SC(=S)NC1=O,-2,0,-0.2,-34,2,0,-2,1
Cc1ccc(NC(=O)COC(=O)Cn2c(C)csc2=O)cc1C,x,-4,x,x,-3,x,-19,-1
Cc1ccc(S(=O)(=O)N(C)C[C@@H]2Oc3c(NC(=O)c4cc(C)nn4C)cccc3C(=O)N([C@H](C)CO)C[C@@H]2C)cc1,-6,1,-0.3,-8,2,9,13[16.7 µM],-6
O=C(C[C@@H]1CC[C@@H]2[C@H](COC[C@H](O)CN2C(=O)Nc2ccc(Cl)c(Cl)c2)O1)NCc1ccc(Cl)c(Cl)c1,-1,1,-0.2,-2,4,-8,-8[16.7 µM],-7
O=C(NCCC1=CCCCC1)C1CCN(S(=O)(=O)c2cccc3cccnc23)CC1,x,3,x,-15,-17,-12,-6,3
Cc1cccc(-c2ccccc2[C@H]2[C@@H](C#N)N(c3ncc(-c4ccccc4)s3)[C@H]2CO)c1,0,x,0.0,-4,x,2,x,x
COc1cc(S(=O)(=O)N2CCN(C)CC2)ccc1Cl,-4,1,x,-11,1,3,7,-3
Cc1cccc(-c2ncc(CN3CCN(CC(C)C)C(CCO)C3)cn2)c1 (stereo not given),2,-7,0.1,-10,-1,2,x,3
